Screening data: PubChem BioAssay, University of Kansas High Throughput Screening Laboratory
Pf apPOL inh: Pf-apPOL DNA polymerase inhibition | Recombinant Pf-apPOL, molecular beacon fluorescence, 1.5 h | inhibition, % at 10 µM | 210,000 compounds, 0.25% hits
mHTT CaM bind: inhibitors of human mutant huntingtin-calmodulin interaction; P42858; AlphaScreen His-mHTT/GST-CaM binding, luminescence; 190,000 compounds, 3.6% hits; inhibition, % at 15 µM; AID 1671202;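 further: 0% = both proteins with DMSO and 100% = one protein alone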
* hit, by the source's call; i = inactive; · = not tested or not shown; & = joins results of further samples. No stated cut-off is given here; in the data, active means inhibition above about 50%; inactive means the rest. Rows are unselected (roughly 3.6% active in at least one column).

SMILES | Pf apPOL inh | mHTT CaM bind
O=[N+]([O-])c1cc(C(F)(F)F)ccc1N1CCN(c2ccc([N+](=O)[O-])c3cccnc23)CC1 | 3 | 5
COc1cc2c(cc1OC)CN(C(=O)c1coc(NC(=O)c3ccccc3)n1)CC2 | -2 | 12
CCN(C)C1CN(Cc2cn(Cc3ccccc3)nn2)S(=O)(=O)C1 (centres undefined) | -4 | -13
Cc1cccc(NC(=O)NC2CCN(c3ccc(F)cc3)C2=O)c1 (centres undefined) | 0 | -1
CCOc1cc2c(c([N+](=O)[O-])c1)NC(c1cccc([N+](=O)[O-])c1)C1CC=CC21 (centres undefined) | 3 | 41
CCc1nnc2sc(-c3ccc([N+](=O)[O-])cc3)nn12 | 1 | 12
Cc1ccc2c(c1)C(O)(CC(=O)c1ccc(F)cc1)C(=O)N2 (centres undefined) | -4 | -4
CC(O)CNC(=O)C(=O)NC1CCCC1 (centres undefined) | -2 | -1
CN1C2=C(C(=O)CC(C)(C)C2)C(c2cccs2)C2=C1CC(C)(C)CC2=O | 1 | -1
CC(=O)NCC(=O)N(C)C(C(=O)Nc1ccc2c(c1)OCCO2)c1ccccc1 (centres undefined) | -5 | 11
Cc1ccc(-c2nc(C#N)c(NCc3ccc(Cl)cc3)o2)cc1 | -1 | 46
Cc1ccc(S(=O)(=O)N2CCCCC2CCNS(=O)(=O)c2cccnc2)cc1 (centres undefined) | -2 | -7
Cc1cc(C)cc(NC(=O)N2CCC3(CC2)NC(=O)c2ccccc2N3C)c1 | 1 | -6
CCCCC#Cc1ccc(C(=O)NNC(=O)c2cccs2)o1 | -2 | ·
CCc1nc(SCC(=O)Nc2ccccc2)c(C#N)cc1C | -4 | -3
CN1c2ccc(Cl)cc2C(=O)NC12CCN(C(=O)c1ccccc1)CC2 | 0 | -13
COc1cccc(S(=O)(=O)N2CCC(CN3CCCC(C)C3)CC2)c1 (centres undefined) | -5 | -4
Cc1cc(C(=O)OCCCN(C)C2CN(Cc3cn(Cc4ccccc4C(F)(F)F)nn3)S(=O)(=O)C2)no1 (centres undefined) | -4 | 9
COCCN1CCC(CNS(=O)(=O)Cc2ccc(F)cc2)CC1 | -7 | -14
CCN(CC)CCC(c1ccc(OC)cc1)c1c(OC)cc(OC)c2c(C)cc(=O)oc12 (centres undefined) | -7 | 14
C=CCn1c(SCC(=O)O)nnc1-c1ccc(Cl)cc1 | 15 | -5
Cc1ccc(NC(=O)CSc2nc3c(cc2C#N)CCCCC3)cc1 | -9 | -1
O=C1CCCN2N=C(SCC(=O)Nc3ccc(Cl)c(Cl)c3)SC2=N1 | -7 | 2
O=c1c2ccccc2c(-c2ccc(F)cc2)nn1-c1ccccc1 | -10 | ·
COc1ccc(NC(=O)CN(c2ccc(Cl)cc2)S(C)(=O)=O)cc1Cl | 6 | -2

An excerpt of the results above:
SMILES | Pf apPOL inh | mHTT CaM bind
Cc1ccc2c(c1)C(O)(CC(=O)c1ccc(F)cc1)C(=O)N2 (centres undefined) | -4 | -4
CC(O)CNC(=O)C(=O)NC1CCCC1 (centres undefined) | -2 | -1
CN1C2=C(C(=O)CC(C)(C)C2)C(c2cccs2)C2=C1CC(C)(C)CC2=O | 1 | -1
CC(=O)NCC(=O)N(C)C(C(=O)Nc1ccc2c(c1)OCCO2)c1ccccc1 (centres undefined) | -5 | 11
Cc1ccc(-c2nc(C#N)c(NCc3ccc(Cl)cc3)o2)cc1 | -1 | 46
Cc1ccc(S(=O)(=O)N2CCCCC2CCNS(=O)(=O)c2cccnc2)cc1 (centres undefined) | -2 | -7
Cc1cc(C)cc(NC(=O)N2CCC3(CC2)NC(=O)c2ccccc2N3C)c1 | 1 | -6
CCCCC#Cc1ccc(C(=O)NNC(=O)c2cccs2)o1 | -2 | ·
CCc1nc(SCC(=O)Nc2ccccc2)c(C#N)cc1C | -4 | -3
CN1c2ccc(Cl)cc2C(=O)NC12CCN(C(=O)c1ccccc1)CC2 | 0 | -13
COc1cccc(S(=O)(=O)N2CCC(CN3CCCC(C)C3)CC2)c1 (centres undefined) | -5 | -4
Cc1cc(C(=O)OCCCN(C)C2CN(Cc3cn(Cc4ccccc4C(F)(F)F)nn3)S(=O)(=O)C2)no1 (centres undefined) | -4 | 9
COCCN1CCC(CNS(=O)(=O)Cc2ccc(F)cc2)CC1 | -7 | -14
CCN(CC)CCC(c1ccc(OC)cc1)c1c(OC)cc(OC)c2c(C)cc(=O)oc12 (centres undefined) | -7 | 14
C=CCn1c(SCC(=O)O)nnc1-c1ccc(Cl)cc1 | 15 | -5
Cc1ccc(NC(=O)CSc2nc3c(cc2C#N)CCCCC3)cc1 | -9 | -1
O=C1CCCN2N=C(SCC(=O)Nc3ccc(Cl)c(Cl)c3)SC2=N1 | -7 | 2
O=c1c2ccccc2c(-c2ccc(F)cc2)nn1-c1ccccc1 | -10 | ·
COc1ccc(NC(=O)CN(c2ccc(Cl)cc2)S(C)(=O)=O)cc1Cl | 6 | -2

The list goes on.
SMILES | Pf apPOL inh | mHTT CaM bind
O=C1N/C(=C\c2cc3c(cc2Cl)OCO3)C(=O)N1Cc1ccc(Br)cc1 | 4 | -7
Cn1ccc2c(N3CCCCC3)cc3c(c21)C1CCC3C1 (centres undefined) | -5 | 78*
CC(=O)c1cccc(NCN2C(=O)c3ccc(Br)cc3C2=O)c1 | 4 | 0
Cc1ccc(Nc2cc(C)c(O)c(C)c2)cc1 | -5 | 84*
COc1ccc(CCNC(=O)CCN2N=C(c3ccc(C)cc3)CCC2=O)cc1OC | -16 | 87*
COc1ccc(C)cc1NC(=O)CN(C)S(=O)(=O)c1ccc(Br)s1 | -3 | 1
CCOc1cc(C(=O)Nc2c(CC)cccc2CC)cc(OCC)c1OCC | -10 | -5
O=C(Oc1ccnc2cc(Cl)ccc12)N1CCOCC1 | -8 | -4
CC1=C(C)CC(C(=O)Nc2ccc(F)c(Cl)c2)C(C(=O)O)C1 (centres undefined) | 7 | -7
COc1cccc(NC(=O)CC(c2ccccc2)c2ccccc2O)c1 (centres undefined) | -3 | 3
C=CCc1cccc(OC)c1OCCCCn1cnc2ccccc2c1=O | 2 | -16
Cc1cc(Cl)c(OCCCNC(C)C)c(Br)c1 | -9 | -6
CC1=C(C#N)C(=O)N(C)C(=O)/C1=C\c1ccc(-c2cccc(Cl)c2C)o1 | -5 | 15
COc1ccc(OC)c(NC(=O)c2c(NC(=O)CN3CCCC(C)C3)sc3c2CCC3)c1 (centres undefined) | -10 | -3
CC1C(=O)N(c2ccc(Cl)cc2)CCN1C(=O)c1ccccc1Cl (centres undefined) | -2 | -7
CC(C)N1C(=O)C(C#N)C2(CCNCC2)C(C#N)=C1S (centres undefined) | · | 4
O=C(Cn1cccc(C(F)(F)F)c1=O)c1ccc(Cl)cc1 | 3 | ·
O=C(Nc1ccc2nonc2c1)N1CCOCC1 | -5&-8 | ·
COc1ccc(CCNC(=O)c2cc(Cl)ccc2Cl)cc1OC | -1 | 3
O=C(CCCCCCCC(=O)N/N=C/c1ccc([N+](=O)[O-])o1)N/N=C/c1ccc([N+](=O)[O-])o1 | · | i
O=C1C(=O)C(c2ccccc2)C(=O)C1c1ccccc1 (centres undefined) | -1 | ·
Cc1ccc(CCNC(=O)C2CCCN(S(=O)(=O)N3CC(C)CC(C)C3)C2)cc1 (centres undefined) | -12 | -5
O=C(NC1CC1)c1nc(C2CC2)nc2c1OCCO2 | 0 | 3
CC(=O)C(N=Nc1ccc(C(F)(F)F)cc1)=C(O)c1ccccc1 | -2 | ·
CC(=NCc1cccnc1)C1=C(O)c2ccccc2C1=O | 0 | -1

Further structures follow.
SMILES | Pf apPOL inh | mHTT CaM bind
Nc1cccc(C(=O)Nc2ccccc2)c1 | -5 | -2
CCc1ccc(C2C(C#N)=C(N)Oc3n[nH]c(COC)c32)cc1 (centres undefined) | 0 | -7
Oc1c(Cl)cc(Cl)cc1C=Nc1ccnn1-c1ccccc1 | -5 | ·
CCN(C(=O)c1cccs1)c1ccccc1 | -2 | -12
CCCCCC1CC(CC#CCN2CCOCC2)C(=O)O1 (centres undefined) | 1 | -4
CC1CCn2c(nc3cc(C(=O)NCCc4cccs4)ccc32)C1 (centres undefined) | -1 | -2
CCCn1c(=O)c(-c2nc(-c3ccc(Cl)c(F)c3)no2)c(O)c2ccccc21 | 1 | 5
O=C1CC(=O)NC(SCC(=O)Nc2nc3ccccc3s2)=N1 | 1 | 8
O=C1C(=Cc2ccccn2)SC(=S)N1Cc1ccncc1 | -9&-19 | ·
NC(=NOC(=O)Nc1cccc(Cl)c1)c1ccc2nonc2c1 | -6&-2 | ·
CC(Oc1ccccc1)C(=O)N1CCC(CCOc2ccccc2)CC1 (centres undefined) | -5 | 1
CCC(=O)NCc1nc2c(n1C)CN(S(=O)(=O)c1ccc(Cl)s1)CC2 | 0 | 9
CC1CC(C)CN(CC(O)COCC23CC4CC(CC(C4)C2)C3)C1 (centres undefined) | -10 | 3
Cc1csc(NC(=O)CSc2ccc(Cl)cc2)c1C(N)=O | -6 | ·
Cc1[nH]nc(SCC(=O)NCc2ccc(Cl)cc2)c1[N+](=O)[O-] | 10 | 3
COCCN1CCc2nc(SCc3ccc(C(C)(C)C)cc3)[nH]c(=O)c2C1 | -4 | -2
COc1ccc(C(=O)COc2ccc3c(c2)OC(=Cc2ccco2)C3=O)cc1 | 2 | 7
Cc1ccc(C(=O)N2CCc3sc(C(=O)NCCC(C)C)cc3C2)cc1 | -3 | -1
C=CCc1cc(OC)ccc1OCCCN1CCCC1 | -10 | -1
Nc1ccccc1Sc1nccc(C(F)(F)F)n1 | -3 | ·
Cc1ccccc1NC(=O)NCC1(O)CCCC1 | -3 | -15
COc1cc(/C=C/C(=O)O)cc(S(=O)(=O)N2CCC(C(=O)O)CC2)c1OC | 6 | 0
O=C(NCCN1CCCC1)c1cccc(C2CCCN(C(=O)Nc3ccccc3)C2)c1 (centres undefined) | 6 | 8
Cc1ccc(N2CC(C(=O)O)CC2=O)cc1C (centres undefined) | 0&2 | -5&-17
Cc1ccc(-c2n[nH]c3c2CN(C(=O)NCc2ccco2)CC3)cc1 | -1 | 64*

Further entries follow.
SMILES | Pf apPOL inh | mHTT CaM bind
N#Cc1nccnc1N1CCN(C(=O)Nc2ccccc2)CC1 | 0 | ·
ClC1(Cl)CC1Cn1cnc2ccccc21 (centres undefined) | -2 | -1
Cc1ccc(N2C(=O)CSC2c2cccc([N+](=O)[O-])c2)cc1F (centres undefined) | 4 | 2
Cc1ccc2c(c1)nnc1nncn12 | 2 | ·
CCCCN(CCCC)Cc1cc(=O)oc2cc(C)c(Cl)cc12 | -2 | -4
COc1ccc(C2CC(c3ccc(Cl)cc3)n3nc(N)nc3N2)cc1 (centres undefined) | 1 | 12
CCCNc1cc(N2CCCC(CCC(=O)NCc3ccccc3Cl)C2)ncn1 (centres undefined) | -9 | -2
Cc1ccc(NS(=O)(=O)c2c(C)n[nH]c2C)cc1C | -4 | -5
CCCn1nnnc1NCc1ccccc1OCc1ccccc1F | 0 | -6
O=C(O)c1cc2cc(F)ccc2[nH]1 | 2 | ·
Cc1ccc(-n2nc3c(c2NC(=O)C(C)(C)C)CSC3)c(C)c1 | 7 | 24
Cc1ccc(-c2nc3ccccc3[nH]2)cc1NC(=O)c1cccs1 | 5 | 12
COc1cccc(C2CC(c3ccc(Br)cc3)Nc3nnnn32)c1 (centres undefined) | -5 | 17
Cc1cccc(Oc2cc(N3CCOCC3)ncn2)c1 | -9 | -5
N/C(=C\C(=O)c1cccs1)C(Cl)(Cl)Cl | -1 | 7
O=S(=O)(c1ccccc1Br)N(Cc1ccsc1)Cc1ccccn1 | -3 | -24
COc1ccc(-c2ncccc2CNC(=O)c2ccccc2F)cc1 | -19 | 1
COc1cc(C2CC(=O)c3cnc(NC(=O)c4ccccc4)nc3C2)cc(OC)c1OC (centres undefined) | -2 | -4
CSc1cccc(NC(=O)c2ccc(C)c([N+](=O)[O-])c2)c1 | 3 | 14
COc1ccc(Br)cc1/C=c1\sc2nc(-c3cccnc3)nn2c1=O | 37 | 2
c1ccc(CCNc2ncnc3ccccc23)cc1 | -9 | -5
Cc1ccc2nc(C(=O)N3CCC(N4CCCCC4)CC3)cn2c1 | -5 | 0
COc1cccc(-c2nnc(SCC(=O)NCC3CCCO3)n2-c2ccccc2)c1 (centres undefined) | 1 | -1
O=C(Nc1ccccc1)Nc1ccc(F)c(Cl)c1 | -2 | -6
O=C(CSc1nn2c(SCC(=O)Nc3ccccn3)nnc2s1)Nc1ccccn1 | 10 | 5

(more compounds)
SMILES | Pf apPOL inh | mHTT CaM bind
O=C(Nc1ccccc1)N1CCCC1c1ccc(Cl)cc1 (centres undefined) | 0 | -9
CCCCNC(=O)C12CCC(C)(C(=O)C1)C2(C)C (centres undefined) | -5 | -6
CC(C)(C)CC(=O)NC(=S)N(C1CCCCC1)C1CCCCC1 | · | 7
CC(NC(=O)c1cccc(F)c1)C1CC2CCC1C2 (centres undefined) | -6 | 18
Cc1cc(CNS(=O)(=O)c2cccc(C(F)(F)F)c2)c(C)o1 | -9 | -12
O=C(COc1ccc(Cl)cc1Cl)NCCc1ccccc1 | -7 | -11
O=C(NCc1ccco1)C1CC2CCC1C2 (centres undefined) | -10 | -5
Cc1cc(C)cc(C(=O)N2CCN(c3nc(CN4CCCCC4)cs3)CC2)c1 | -2 | 11
CC(=O)N1C(=O)C2(C(C#N)=C(N)Oc3n[nH]c(C)c32)c2ccccc21 (centres undefined) | -8 | 7
O=C(NCc1ccccc1)C1CCCN(C(=O)c2ccc(F)c(F)c2)C1 (centres undefined) | 28 | 4
O=c1c(NC2CCCC2)nc2ccncc2n1Cc1ccccc1 | -3 | 3
COc1ccccc1NC(=O)N1CCc2nc(CNC(=O)C3CCC3)n(C)c2C1 | -8 | 7
NC(=S)c1cc(Br)cc(Br)c1 | 43 | ·
Clc1cccc(Nc2nc3nonc3nc2N2CCOCC2)c1 | 1 | 38
CC(=O)NC(c1ccccc1Cl)c1ccc2cccnc2c1O (centres undefined) | -6 | 100*
